# Runt-CBFb FRET = inhibitors of RUNX1 Runt–CBFb binding, primary screen, biochemical, FRET, Cerulean-Runt, Venus-CBFb, uHTS; inhibition, % at 20 µM; Cerulean-Runt/Venus-CBFb FRET ratio 530/480, 1 h; Runt-related transcription factor 1 (Homo sapiens) + Core-binding factor subunit beta …; 220,000 compounds, 0.46% hits;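 active means inhibition over about 50% at 20 µM in the single-dose screen, limit read from the data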;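 further: 0% = DMSO wells and 100% = excess unlabeled CBFb competitor control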
# Target sequence (Q01196 whole entry, looked up): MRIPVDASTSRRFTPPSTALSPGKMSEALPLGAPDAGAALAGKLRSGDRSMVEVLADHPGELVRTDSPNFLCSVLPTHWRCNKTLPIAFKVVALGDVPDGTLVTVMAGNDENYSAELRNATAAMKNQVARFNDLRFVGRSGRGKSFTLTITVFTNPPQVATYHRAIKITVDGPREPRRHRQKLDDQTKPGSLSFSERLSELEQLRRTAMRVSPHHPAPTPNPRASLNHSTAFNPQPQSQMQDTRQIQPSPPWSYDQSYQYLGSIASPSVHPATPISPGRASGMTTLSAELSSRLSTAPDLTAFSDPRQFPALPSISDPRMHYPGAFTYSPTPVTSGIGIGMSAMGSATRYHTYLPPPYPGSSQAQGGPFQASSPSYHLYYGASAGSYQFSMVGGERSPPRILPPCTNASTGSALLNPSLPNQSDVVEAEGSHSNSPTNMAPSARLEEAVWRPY
# Target sequence (Q13951 whole entry, looked up): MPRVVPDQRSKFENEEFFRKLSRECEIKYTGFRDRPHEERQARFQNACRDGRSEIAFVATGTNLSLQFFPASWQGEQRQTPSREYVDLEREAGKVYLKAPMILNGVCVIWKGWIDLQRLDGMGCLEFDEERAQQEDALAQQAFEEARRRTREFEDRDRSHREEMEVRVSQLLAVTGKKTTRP
#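 Assay system: Cerulean-Runt domain / Medium: Tris 50 mM pH 7.5, KCl, K2SO4, 0.01% BSA / Timing: protein complex preformed 1 h, compound exposure 1 h, room temperature, dark / Measured by: FRET, excitation 422 nm, emission at 530 and 480 nm / Evaluation: loss of energy transfer signal / Control set: 5 µM unlabeled CBFb as full-inhibition high control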
# NPY2 pot ag = NPY-Y2 potentiators or agonists, primary screen, cell-based. Neuropeptide Y receptor type 2 (Homo sapiens), P49146. cells expressing NPY-Y2, potentiator/agonist read-out. activation, % at 3.6 µM. 220,000 compounds, 0.45% hits; in the data active means activation above about 27%;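 further: cells stimulated with NPY near EC25 plus isoproterenol at EC100; 0% = vehicle plus submaximal agonist and 100% = vehicle plus saturating agonist; some results beyond the cut were filed as inactive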
# MDM2 E3 inh = MDM2-luciferase reporter signal enhancers, primary screen, MDM2 E3 ligase inhibitor project, cell-based, luminescence, 1536-well; E3 ubiquitin-protein ligase Mdm2 (Homo sapiens), Q00987; cell-based MDM2 ubiquitination luciferase reporter, 2 h; 0 = plate control, 100 = twice control, blank-subtracted; signal enhancement, % at 5 µM; 210,000 compounds, 0.11% hits; AID 1230, 2008;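 active means signal enhancement of 30% or more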;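 further: luminescence tracks abundance of the self-degrading MDM2-luciferase fusion protein; higher signal means inhibition of MDM2 E3 ligase activity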
#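 Material: stable MDM2–luciferase fusion reporter cells / Quantity: 2000 cells/well / Dosing: single 5 µM compound dose, 0.2% final DMSO / Buffer or medium: DMEM / Schedule: 4 h cell settling then 2 h compound exposure, 37 °C / Detection: luminescence with SteadyLite reagent, 15 min at room temperature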
# NPY1 pot ag = NPY-Y1 receptor potentiators or agonists, primary screen, cell-based; Neuropeptide Y receptor type 1 (Homo sapiens), P25929; NPY-Y1 expressing cells, potentiator/agonist activation; activation, % at 3.6 µM; 220,000 compounds, 0.37% hits; AID 1304, 2008; in the data active means activation above about 33%, passing the limit was not always enough;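 further: cells stimulated with NPY at EC10 then isoproterenol at EC100; 0% = low agonist plus stimulus and 100% = saturating agonist plus stimulus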
# p97 ATPase inh = inhibitors of human p97 ATPase, primary screen, biochemical. AID 1481, 2009. Transitional endoplasmic reticulum ATPase (Homo sapiens), P55072. recombinant p97 ATPase, Kinase-Glo ATP luminescence, 3 h. 220,000 compounds, 0.42% hits. inhibition, % at 8 µM; in the data active means inhibition above about 15%;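 further: 0% = DMSO vehicle and 100% = wells lacking enzyme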
# Hck-Nef inh = inhibitors of Nef-activated human Hck kinase, primary screen, biochemical, Z-Lyte FRET, 384-well, Hck-YEEI; Recombinant Hck-YEEI plus Nef, Z-Lyte FRET kinase assay; Tyrosine-protein kinase HCK (Homo sapiens), P08631; inhibition, % at 20 µM; 220,000 compounds, 0.68% hits;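 active means Hck-Nef kinase inhibition above about 50%, limit read from the data; inactive means inhibition below that limit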;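 further: 0% = DMSO with Hck plus Nef and 100% = Hck alone without Nef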
# RBBP9 inhibitor = human RBBP9 inhibitors, primary screen, biochemical, fluorescence polarization, FP-Rh probe, HTS. recombinant RBBP9. Serine hydrolase RBBP9 (Homo sapiens), O75884. inhibition, % at 7.94 µM. 220,000 compounds, 0.2% hits;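 active means inhibition above the campaign mean of all tested compounds plus 3 SD, cut at about 14% in these data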;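 further: plate controls were DMSO wells with RBBP9 for no effect and wells lacking RBBP9 protein for full effect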
# Target sequence (O75884 whole entry, looked up): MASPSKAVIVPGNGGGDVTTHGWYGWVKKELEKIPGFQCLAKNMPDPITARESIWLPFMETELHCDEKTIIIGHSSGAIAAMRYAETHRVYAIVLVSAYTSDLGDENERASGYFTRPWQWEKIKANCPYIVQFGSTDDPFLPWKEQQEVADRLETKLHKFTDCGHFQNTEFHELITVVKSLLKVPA
#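 System: RBBP9 protein / Buffer or medium: Tris/NaCl buffer pH 8.0 with 0.1% Pluronic / Probe or stimulus: Serine-hydrolase probe FP-Rh, 375 nM pre-mixing / Dosing: 7.94 µM single dose, 0.794% DMSO / Times: enzyme-compound preincubation 30 min, then probe labeling 45 min, 25 °C / Technique: fluorescence polarization (mP), excitation 525 nm, emission 598 nm / Replication: singlicate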
# NPY-Y1 antag = NPY-Y1 receptor antagonists, primary screen, cell-based; Neuropeptide Y receptor type 1 (Homo sapiens), P25929; HEK293-CNG Y1 cells, membrane potential fluorescence; NPY at EC95, then isoproterenol; inhibition, % at 3.6 µM; 200,000 compounds, 1% hits; AID 1040, 2008;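 active means inhibition above the campaign mean inhibition of all tested compounds plus 3 SD, cut at about 20% in these data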;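 further: 0% = DMSO wells given NPY plus isoproterenol and 100% = isoproterenol alone without NPY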
#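 Material: HEK293 Y1/CNG channel cell line | Also added: NPY (25 nM), isoproterenol (1 µM), Ro 20-1724 (25 µM) | Compound: One concentration, 3.6 µM, in 0.4% DMSO | Schedule: 3 h dye uptake, 1 h room-temperature compound, 45 min post-isoproterenol | Signal: Membrane-potential fluorescent dye readout | Read-out: % inhibition of NPY effect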
# Runt-SMMHC FRET = inhibitors of RUNX1 Runt–CBFb-SMMHC binding, primary screen, biochemical, FRET, Cerulean-Runt, Venus-CBFb-SMMHC, uHTS | Runt-related transcription factor 1 (Homo sapiens) + Core-binding factor subunit beta … | Cerulean-Runt/Venus-CBFb-SMMHC FRET ratio 530/480, 1 h | inhibition, % at 20 µM | 220,000 compounds, 0.74% hits;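 active means mean inhibition across duplicate retests at 20 µM reaching about 50%, limit read from the data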;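 further: 0% = DMSO wells and 100% = wells with excess untagged CBFb-SMMHC; inhibitors lower the FRET ratio by blocking Runt binding to CBFb-SMMHC; some results filed as inactive read as strong as hits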
# An asterisk follows results filed as active; / = no result given. Rows are unselected (roughly 3.5% active in at least one column).
SMILES,Runt-CBFb FRET,NPY2 pot ag,MDM2 E3 inh,NPY1 pot ag,p97 ATPase inh,Hck-Nef inh,RBBP9 inhibitor,NPY-Y1 antag,Runt-SMMHC FRET
O=C(CC1SC(=O)N(c2ccccc2)C1=O)Nc1ccc(Cl)cc1 (configuration not stated),10.2,11.2,-4.4,8.1,4.8,6.8,-4.0,/,6.5
C=CCn1c(=NC(=O)C2CC2)sc2cc(NC(C)=O)ccc21,0.2,6.1,-2.8,10.3,0.9,0.7,-1.6,-1.0,-6.9
CC1CCN(S(=O)(=O)c2ccc3ccccc3c2)CC1,-0.3,-5.1,-16.9,8.7,-5.8,-0.5,-1.4,-0.7,0.7
CCc1ccc(C(C)NC(=O)Cn2cnc3c(=O)n(C)c(=O)n(C)c32)cc1 (configuration not stated),-0.6,5.8,/,-20.5,2.5,-0.1,4.6,-0.1,1.9
O=C(NNc1nc(-c2ccccc2)cs1)c1ccc(F)cc1,13.0,-8.1,1.1,6.7,3.2,-0.4,-8.7,-8.9,4.1
Cc1nn(C)c(=O)n1N(C)c1ncc(C(F)(F)F)cc1Cl,3.8,-6.5,-16.7,-13.1,-0.9,17.2,-0.6,-0.3,10.2
NS(=O)(=O)c1ccc(CCNc2ncnc3sccc23)cc1,1.3,25.1,-19.1,-10.6,9.1,2.9,-3.1,0.3,-1.0
O=C(CSc1ccc2nnc(-c3ccncc3)n2n1)Nc1ccc2c(c1)OCCO2,2.9,-22.6,-13.6,-12.8,-3.1,6.9,-0.1,2.3,-1.9
CC(NC(=O)NC12CC3CC(CC(C3)C1)C2)c1ccc2c(c1)OCO2 (configuration not stated),-1.2,2.0,-5.5,-7.5,1.6,-3.9,0.2,-5.8,-2.2
COc1ccc2c(c1)C(=NO)c1cc(OC)ccc1-2,-1.7,15.0,-4.4,8.2,-7.4,3.3,-14.9,0.1,-3.4
O=C(O)CC(c1ccc(Cl)cc1)N1C(=O)CCC1=O (configuration not stated),0.8,7.5,-25.7,8.4,6.1,2.1,0.9,1.7,0.7
Cn1c(=O)c2c(SCc3cccnc3)nc(CC(C)(C)C)nc2n(C)c1=O,-8.8,-14.0,-18.9,-32.1,-5.9,4.3,-0.6,6.9,-3.1
CCOc1ccc(C(c2c(C)[nH][nH]c2=O)c2c(C)[nH][nH]c2=O)cc1OCC,1.8,0.9,-12.1,-6.2,-3.3,0.2,-4.2,5.1,-0.9
CC1(C)CC(=O)C(=Cc2cn(-c3ccccc3)nc2-c2ccc(Cl)cc2)C(=O)C1,5.4,5.4,-17.8,17.4,0.8,-0.3,-5.7,5.0,9.7
C=CCNC(=O)C1CC(=O)N(c2ccc(OCC(=O)NCc3ccccc3)cc2)C1 (configuration not stated),-1.2,8.7,12.6,-6.2,-1.0,0.6,-3.7,3.3,-2.4
Cc1csc2nc3ccccc3c(=O)n12,2.1,-8.0,-1.6,-8.1,5.2,16.5,-0.9,-3.0,1.3
O=c1oc2ccccc2c(Cl)c1CN1CCCCC1,7.9,-2.3,17.0,9.6,-4.4,6.4,-3.9,2.8,5.4
O=C(COc1ccc(Cl)cc1)Nc1cc(S(=O)(=O)N2CCCCC2)ccc1N1CCCCC1,-0.5,4.7,-8.0,-19.9,1.9,3.1,-4.8,1.5,1.7
O=C(NNc1ccc([N+](=O)[O-])cc1[N+](=O)[O-])C1C2CCCCC21 (configuration not stated),-2.2,-4.5,-13.4,-37.9,3.7,6.3,0.4,1.0,-1.2
c1ccc2sc(-c3ccc4c(c3)OCO4)nc2c1,-2.8,-5.0,-73.5,-11.1,-25.0,1.9,-13.0,1.8,0.9
CCN(c1ccccc1)S(=O)(=O)c1ccc(Cl)c(C(=O)N(CC2CCCO2)C2CCS(=O)(=O)C2)c1 (configuration not stated),-2.7,17.3,-4.1,9.3,-1.4,20.7,-3.0,5.4,-1.7
CCOC(=O)CCSCC(=O)Nc1nnc(C)s1,-1.2,-6.3,-14.4,-13.5,4.3,21.1,8.2,-0.3,0.5
O=C(CC1CCCCC1)Nc1c2c(nn1-c1ccc(F)cc1)CS(=O)(=O)C2,-3.6,-31.4,-6.4,-38.9,-1.4,-0.6,-0.3,46.3*,3.2
COC(=O)c1sc(C(F)(F)F)c(-c2ccccc2)c1S(=O)(=O)N1CCCC1,-5.5,4.2,-10.6,-12.7,1.7,9.0,-8.3,/,-1.4
Cc1nonc1OCCNc1ccc([N+](=O)[O-])cc1[N+](=O)[O-],0.5,3.2,-2.9,-28.3,4.4,2.8,-2.2,7.9,-1.4
# (continued)
SMILES,Runt-CBFb FRET,NPY2 pot ag,MDM2 E3 inh,NPY1 pot ag,p97 ATPase inh,Hck-Nef inh,RBBP9 inhibitor,NPY-Y1 antag,Runt-SMMHC FRET
COc1ccc(CC(=O)Nc2cc(S(=O)(=O)N3CCOCC3)ccc2N2CCOCC2)cc1,-1.1,-3.3,-13.4,-23.1,-3.7,17.6,-8.2,-0.5,3.2
Brc1ccc(-c2cnnc(N3CCCC3)n2)cc1,0.6,-22.7,-5.0,-12.9,-11.1,0.5,-13.9,-2.8,3.0
CSc1ccc(CCNC(=O)C2CCN(c3nnc(-n4cccc4)s3)CC2)cc1,2.8,-0.9,-8.6,-3.9,3.6,0.8,-10.6,5.8,0.0
O=S(=O)(c1cccc2nsnc12)N1CCOCC1,-1.8,-6.5,-19.2,-3.1,2.1,4.0,-5.0,-2.6,-6.2
COC(=O)CNC(=O)CSc1ccccn1,-0.2,-0.3,-6.0,2.9,2.5,14.9,6.0,/,1.0
COC(=O)c1ccc(COc2ccccc2/C=N/NC(=O)c2cccnc2)cc1,-1.6,-11.7,-4.9,-8.9,7.6,24.0,-2.6,4.4,3.6
O=S(=O)(NCCSc1ccc(Cl)cc1)c1ccc2c(c1)OCCO2,-1.1,1.4,-2.5,-40.2,-3.4,3.1,-10.0,14.2,-4.0
O=c1[nH]c(-c2ccc(Cl)cc2)nc2c1cnn2-c1ccccc1,-0.2,-5.1,12.2,0.1,-7.0,-9.3,-6.5,6.9,1.9
Cc1cccn2c(CN(C)CCC3CCCCO3)c(C(=O)N3CCCCC3)nc12 (configuration not stated),-0.5,-14.1,-10.8,-14.3,5.2,-13.4,-8.1,13.6,-0.8
CCc1ccc(N(CC)c2ncnc3nc[nH]c23)cc1,1.8,3.2,-36.5,7.9,4.7,1.1,-12.5,3.1,-2.6
CCOc1ccc(/C=C/C(=O)NCc2ccccc2)cc1,-0.4,-5.9,/,-11.1,-4.0,4.0,-5.2,9.3,4.8
Cc1cc(C)cc(NC(=O)C(Sc2nnc(C)c(=O)[nH]2)c2ccccc2)c1 (configuration not stated),-0.6,-4.2,-8.3,12.4,6.4,-3.8,-7.9,/,-2.3
Cc1cc(C)c(C#N)c(SCC(=O)CC(=O)OC(C)C)n1,11.0,5.0,-4.2,8.8,1.7,-4.0,-8.5,1.1,18.1
COc1ccc(-n2cc(-c3ccccc3)c3c(NCCCN4CCOCC4)ncnc32)cc1,-3.4,-26.6,-17.0,-17.5,-13.5,15.4,-3.3,26.1*,-4.0
COC(=O)c1n[nH]n(-c2ccc(F)c(Cl)c2)c1=O,-1.4,4.9,-6.7,16.2,9.1,6.9,-1.2,/,-3.7
O=[N+]([O-])c1ccc([N+](=O)[O-])c(Nc2ccc(N3CCOCC3)cc2)c1,-1.7,-7.6,4.3,-0.6,-3.0,-3.4,-7.5,-6.5,-2.2
O=C1/C(=C/c2ccncc2)SC(=S)N1C1CCCCC1,2.9,-4.1,-11.5,13.0,2.3,0.2,0.6,7.1,4.0
O=C1CCC(C(=O)Nc2ccccc2N2CCOCC2)=NN1,2.8,-1.0,-6.9,-4.6,2.2,11.0,-11.2,/,-81.6
Cc1ccc(C(=O)N/C(=C\c2ccco2)C(=O)NCc2cccnc2)cc1,3.9,-5.9,-5.4,-11.3,2.4,2.3,0.0,0.1,-3.8
COc1cc(S(=O)(=O)N(Cc2cccc(OC)c2OC)CC2CCCO2)ccc1-n1cnnn1 (configuration not stated),-0.6,1.3,-10.3,0.5,-8.1,6.7,2.9,/,2.2
Cc1cccc(OCc2nnc(SCC(=O)Nc3nccs3)o2)c1,0.9,-8.5,1.0,-12.5,-1.5,8.6,1.6,/,-1.2
Cc1nc2cc(N=NC3=C(O)CCCC3=O)ccc2s1,-9.7,-7.3,-9.5,-6.6,0.3,-4.4,-7.3,-3.7,-11.6
Cc1nc(-c2nnc(SCC(=O)Nc3cc(Cl)cc(Cl)c3)n2C)cs1,-1.1,-3.4,-0.7,1.8,5.0,22.5,0.8,/,-3.8
O=C(NCCc1ccccc1)C(=O)N/N=C/c1ccccc1C(F)(F)F,9.1,6.3,-7.9,-0.6,2.5,-2.0,-1.3,-0.7,2.1
CCC1CCCCN1C(=O)c1cc2cc(Br)ccc2oc1=O (configuration not stated),1.5,-1.2,-22.5,11.3,2.1,0.1,-7.3,2.9,0.8
O=C(Cn1c(=O)[nH]c2ccsc2c1=O)N1CCN(c2ccc(F)cc2)CC1,1.6,-5.4,-4.5,-8.1,-0.4,1.3,-5.5,-5.7,-3.2
Cc1cccc(N=C2NC(=O)/C(=C\c3cccs3)S2)c1,-5.8,-33.1,-1.9,-12.0,-7.1,1.6,-8.5,-0.6,-9.1

# Source: PubChem BioAssay (several laboratories)
